Assay outcomes (PubChem BioAssay)
Statin myotox sup = protects C2C12 myotubes from simvastatin toxicity; ATP luminescence, 48 h; scaled: DMSO 0, geranylgeraniol control 100; rescue of ATP level, % at 7.49 µM; 330,000 compounds, 0.78% hits; AID 602340;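 active = mean ATP rescue above about 67%, or every replicate alone reaching that limit, limit read from the data, passing the limit was not always enough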;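 also: myotubes were challenged with 10 µM simvastatin during compound exposure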
PGC1a acetyl inh = lowers PGC1a acetylation signal in U2OS cells; AlphaScreen anti-acetyl-lysine; with virally co-expressed GCN5 acetyltransferase; inhibition, % at 15.6 µM; 350,000 compounds, 0.17% hits;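 active = every replicate shows inhibition of at least 40%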;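 also: 0% = neutral control wells and 100% = positive control wells; some results beyond the cut were filed as inactive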
Cneo AK release = Cryptococcus neoformans lysis via adenylate kinase release | 360,000 compounds, 0.2% hits | lysis activity, % at 15 µM | C. neoformans lysis, adenylate kinase release luminescence, 4 h; normalised: neutral wells 0, clomiphene wells 100;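 active = mean lysis activity across replicates of at least 80%, whatever share of replicates individually reach that level; inactive = mean lysis activity below 80%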
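Test system: log-phase Cryptococcus neoformans yeast cells; Quantity: yeast cell density of 5 × 10^6 cells/mL; Buffer or medium: YPD; Doses: single compound concentration per well; Timing: 4 h at 37 °C static, read 1 h later; Measured by: AK luminescence; Read-out basis: lysis from increased AK signal; Control set: Clomiphene as positive control.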
FN deposit inh = fibronectin deposition inhibition | inhibition, % at 12.6 µM | AH1F fibroblasts, Alexa488-fibronectin deposition fluorescence, overnight | 350,000 compounds, 0.086% hits;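 active = mean inhibition across replicates of 30% or more, regardless of how many single replicates reach that level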;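 also: positive control wells lacked labelled fibronectin entirely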
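test system = AH1F fibroblasts assembling fluorescent fibronectin matrix | quantity = 10000 AH1F cells per well | buffer or medium = DMEM plus 2% serum, read in PBS | doses = single dose, pinned | incubation = 1 h cell attachment, overnight exposure to compound and label | detection = fluorescence at 485 nm excitation, 525 nm emission | read-out basis = inhibition from reduced deposited-fibronectin fluorescence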
miR-122 sensor = inhibitors of miR-122 in Huh7 cells. activation (reporter increase), % at 12.5 µM. 340,000 compounds, 0.3% hits. Huh7 miR-122 Renilla luciferase sensor, 48 h; neutral wells = 0, positive control = 100;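 active = mean replicate activation score at least 90 and every replicate individually at or above 90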;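 also: higher luciferase means less miR-122 activity so hits act as miR-122 inhibitors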
GSIS activator = GLuc luminescence reporter in INS-1E cells, primary screen for activators of glucose-dependent secretion of insulin | INS-1E GLuc reporter insulin secretion, 2-3 h | activation, % at 16.6 µM | 370,000 compounds, 0.61% hits | AID 743287;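 active = lowest replicate activation of at least 40%, so every replicate reaches that level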;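 also: 0% = median of neutral control wells and 100% = median of IBMX positive control wells; some compounds called inactive have numbers as strong as hits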
CFTR F508del cor = CFTR F508del correction in bronchial cells; activity (quench increase), % at 7.58 µM; AID 720511; CFBE cells, YFP halide quenching; stimulated with forskolin plus potentiator P3; % fluorescence drop versus neutral controls; 350,000 compounds, 0.36% hits;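 active = mean added fluorescence quench of at least 8% versus neutral control, with both replicates also reaching 8%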;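 also: cells transiently co-express mutant CFTR-F508del with the halide-sensitive YFP; corrector assay measuring rescue of mutant channel to the surface after 24 h compound exposure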
PglD DTNB = PglD (C. jejuni) enzyme inhibition | purified PglD enzyme, DTNB colorimetric CoA detection | inhibition, % at 12.5 µM | 360,000 compounds, 0.098% hits; in the data active = inhibition above about 16%, passing the limit was not always enough; also: strong numbers were not always called active
An asterisk follows results filed as active; · = not tested or not shown; & = joins results of further samples; [ ] = another dose, or the depositor's remark.

SMILES	Statin myotox sup	PGC1a acetyl inh	Cneo AK release	FN deposit inh	miR-122 sensor	GSIS activator	CFTR F508del cor	PglD DTNB
C[C@H](CO)N1C[C@H](C)[C@H](CN(C)C(=O)Nc2ccc(F)cc2)Oc2ccc(NC(=O)c3ccncc3)cc2CC1=O	1	-1	·	1	-2[16.7 µM]	19	-3.6	-1
O=C(Nc1cccc(O)c1)C1CCCN1C(=O)OCc1ccccc1 (stereo unspecified)	10	0	13	·	0	·	·	1
COc1cccc(NC(=O)N2CCN(c3nc(-c4cccc(OC)c4)cs3)CC2)c1	20	-3	-2	5	1	9	1.7	-2
O=[N+]([O-])c1ccc(S(=O)(=O)Nc2nc3ccccc3nc2Nc2ccccc2)cc1	·	8	·	2	-2	-10	-2.4	·
CCCNc1nc(C)cc(-c2cc(C(=O)NCc3ccccc3)on2)n1	14	1	-1	7	-8	8	4.9	-4
CN(C)CCNc1ncnc2oc(-c3ccccc3)c(-c3ccccc3)c12	-32	-15	1	0	-3	53*	0.6	3
Cc1ccc(SCc2[nH]nc3c2C(c2ccco2)C(C#N)=C(N)O3)cc1 (stereo unspecified)	13	-7	-2	·	-5	·	·	1
CCOC(=O)C1CCN(C(c2cc3c(C)ccc(C)c3[nH]c2=O)c2nnnn2C2CCCCC2)CC1 (stereo unspecified)	·	1	·	13	-4	-18	·	·
Cc1ccc(-c2nnc(Nc3ccc(CC(N)=O)cc3)c3ccccc23)cc1S(=O)(=O)NCCO	1	·	-1	-2	·	9	-1.1	-3
O=C(CCN1CCN(c2ccc([N+](=O)[O-])cc2)CC1)c1ccc(Cl)cc1	-10	·	0	-1	·	-4	-1.1	0
COc1ccc(Br)cc1/C=N/NC(=O)C(c1ccncc1)N1CCOCC1 (stereo unspecified)	9	3	1	5	-4	8	-0.8	2
OC[C@H]1O[C@@H](c2nc(-c3ccc(CN4CCOCC4)cc3)no2)[C@H](O)[C@@H](O)[C@H]1O	-8	-4	0	12	-7	·	-1.8	0
O=C(Nc1ccccc1)N1CCCCN2[C@H](C1)[C@H](c1ccc(Br)cc1)[C@@H]2CO	95*	-8	-3	·	5[16.7 µM]	-15	-3.3	6
O=c1[nH]c(CSc2nnnn2-c2ccc(Cl)cc2)nc2ccccc12	·	15	·	-2	4	2	-1.9	·
Nc1nc(-c2ccc([N+](=O)[O-])cc2)cc(=O)[nH]1	3	2	6	2	-4	·	·	-3
CCC(C)[C@H](NC(=O)Nc1cccc(OC)c1)C(=O)OC (stereo partly specified)	1	-3	0	·	·	13	·	-2
COCCNc1nc(-n2nc(C)cc2C)nc2sc3c(c12)CCCC3	-24	-5	4	·	2	-12	·	-4
Cc1ccc(Cn2nnc3c(=O)n(Cc4ccccc4C)cnc32)cc1	-11	-1	0	6	6	0	3.1	-2
COc1cccc(C2NC(=O)NC(C)=C2C(=O)OCCSC)c1OC (stereo unspecified)	11	7	1	2	-5	10	·	0
Cc1ccc(C(C)C)cc1OCC(=O)Nc1ccc(N2CCCCC2)cc1	-16	-13	-2	-2	-3	-17	-0.7	-5
CC(C)CNS(=O)(=O)c1ccc(S(=O)(=O)N2CCCN(Cc3ccccc3)C2)cc1	-10	-5	·	·	-17	·	1.4	·
CC1(C(=O)NS(=O)(=O)c2ccccc2Cl)CCN1C(=O)CCc1cccs1 (stereo unspecified)	-14	19	1	2	4	0	2.0	0
Cc1cc(C)nc(SCC(=O)Oc2ccc3oc(=O)cc(C)c3c2)n1	11	2	-5	·	-12	·	·	-2
Cc1ccc(S(=O)(=O)n2ccc(=O)[nH]2)cc1	-2	5	-3	4	6	24	-2.0	5
CC1(C)CC(=O)C(C=Nc2ccc(C(=O)c3ccccc3)cc2N=CC2=C(O)CC(C)(C)CC2=O)=C(O)C1	·	-4	·	-15	0	-25	5.3	·

New compounds follow.
SMILES	Statin myotox sup	PGC1a acetyl inh	Cneo AK release	FN deposit inh	miR-122 sensor	GSIS activator	CFTR F508del cor	PglD DTNB
CO[C@@H]1CN(C)C(=O)c2cc(NC(=O)Nc3ccccc3Cl)ccc2OC[C@H](C)NC[C@H]1C	-15	-9	-1	-2	15[16.7 µM]	-3	-0.3	-3
COC(=O)C[C@H]1CC[C@@H]2[C@H](COc3ccc(NC(=O)c4ccc(F)c(F)c4)cc3C(=O)N2C)O1	-7	5	2	11	25[16.7 µM]	-13	1.1	-1
Cc1nn(C)cc1S(=O)(=O)Nc1cccc(Cl)c1	8	-4	0	-3	34	-11	-0.5	1
CCC(C)c1ccc(OCC(=O)Nc2ccc(CN3CCOCC3)cc2)cc1 (stereo unspecified)	-5	·	0	·	-1	-22	-1.6	-3
Cc1cc(C(=O)COC(=O)Cc2c(F)cccc2Cl)c(C)n1C	1	0	-1	5	-5	·	·	3
O=C(N[C@@H]1C=C[C@H](CC(=O)N2CCCCC2)O[C@@H]1CO)c1cccc(F)c1	-3	-3	-5	·	·	1	-0.4	3
C/C(N)=C(/C#N)C(=O)COc1ncnc2ccccc12	·	1	1	·	3	14	·	1
CCN(CC(=O)Nc1c(F)cccc1F)C(=O)c1ccc(Sc2nncn2C)c([N+](=O)[O-])c1	-7	·	1	-3	-7	5	2.1	0
CC(=O)O[C@H](CC(=O)O)C[N+](C)(C)C	7	1	-2	-1	-1	8	-0.7	-3
Cc1ccc(CNC(=O)CCn2c(=O)oc3ccccc32)cc1	·	-5	0	8	-4	6	-1.7	-1
O=C(O)c1ccc(C(=O)Nc2cccc3ccccc23)c(C(=O)O)c1	5	-2	4	-3	1	-4	1.9	-2
Cc1nc(-c2ccccc2)sc1-c1nnc(C2CC2)o1	1	-7	·	0	·	·	0.7	·
Cn1cc(Br)c(C(=O)Nc2nccs2)n1	·	-3	6	8	-4	3	·	3
COC(=O)[C@]1(CC(C)C)N[C@H](c2ccc(-c3ccc(C(C)=O)cc3)cc2)[C@@H]2C(=O)N(C)C(=O)[C@@H]21	12	4	0	-6	-4	-1	1.9	-10
Nn1cc(-c2ccccc2)nc1SCC(=O)NCCN1C(=O)CSC1=O	-7	0	1	4	7	·	·	-5
CCc1cccc(NS(=O)(=O)c2ccc3c(c2)NC(=O)CC(=O)N3)c1	-2	7	0	5	·	-10	-0.3	-3
Cc1cc(=O)[nH]c(SCC(=O)Nc2ccc(N3CCCCC3)cc2)n1	-6	-8	-1	0	-4	-8	-1.6	-1
C[C@@H]1CN([C@@H](C)CO)C(=O)c2cc(NS(=O)(=O)c3ccc(Cl)cc3)ccc2O[C@@H](C)CCCCO[C@H]1CN(C)Cc1ccncc1	6	-4	-1	3	-8[16.7 µM]	-29	0.4	2
O=C1OCCN1C(=O)[C@H]1[C@H](c2ccc(F)cc2)C(c2cccc(Cl)c2)=NN1c1ccccc1	12	·	-2	·	·	9	-0.5	4
Cc1noc(C)c1NC(=O)N(C)C[C@H]1OCCCC[C@@H](C)Oc2ccc(NC(=O)c3ccccc3)cc2C(=O)N([C@@H](C)CO)C[C@@H]1C	·	5	18	3	11[16.7 µM]	-2	-4.4	-3
COc1ccc(S(=O)(=O)Nc2ccc3c(c2)C(=O)N([C@@H](C)CO)C[C@@H](C)[C@@H](CN(C)C(=O)Nc2c(C)noc2C)OCCCC[C@@H](C)O3)cc1	51	-16	-4	-7	1[16.7 µM]	-6	-2.3	-1
Cc1ccc([N+](=O)[O-])cc1S(=O)(=O)NCCc1cn2ccccc2n1	16	4	5	-1	-6	2	-0.3	-4
O=S(=O)(c1ccc(Cl)cc1)N1CCC(n2cnc3cc(C(F)(F)F)ccc32)CC1	-41	17	·	3	7	-53	·	·
COC(=O)[C@H](C)NC(=O)NCc1ccco1	-28	5	-2	·	0	-3	0.0	-7
CCCCn1c(N)c(N(Cc2ccccc2OC)C(=O)C(C)Oc2ccc(F)cc2)c(=O)[nH]c1=O (stereo unspecified)	·	-3	·	2	1	1	-2.6	·

Next structures:
SMILES	Statin myotox sup	PGC1a acetyl inh	Cneo AK release	FN deposit inh	miR-122 sensor	GSIS activator	CFTR F508del cor	PglD DTNB
CCS(=O)(=O)NCC[C@@H]1CC[C@@H](NC(=O)C2CCOCC2)[C@@H](CO)O1	2	14	8	-7	·	7	0.8	3
CCN(CC)C(=S)SC1CCCCN(C(=O)c2ccccc2)C1=O (stereo unspecified)	·	-6	·	11	·	-23	-1.4	·
CCCc1cc(=O)oc2c(C)c(OS(C)(=O)=O)ccc12	4	·	5	·	8	·	·	-10
COc1ccccc1N1CCN(C2CCCN(C(=O)c3ccoc3)C2)CC1 (stereo unspecified)	-4	12	4	2	-8	0	7.6	5
CCOC(=O)N1CCc2cc(OC)c(OC)c3c2c1cc1cc(OC)c(OC)cc13	·	-12	·	8	6	-13	2.4	·
COc1ccc(S(=O)(=O)NCc2ccco2)cc1C(=O)N1CCOCC1	23	·	-7	-4	·	30	0.2	-1
Cc1ccccc1N1C(=O)N(c2cccc(C(F)(F)F)c2)C2CS(=O)(=O)CC21 (stereo unspecified)	6	1	-2	6	3	·	·	-4
Cc1ccc([N+](=O)[O-])cc1N/C=C/C(=O)c1ccco1	18	4	-4	·	54	15	-0.4	-4
O=C(NCCCl)Nc1cccc(Br)c1	·	7	·	3	2	6	-1.1	·
Cc1cc(C)c2c(n1)sc1c(=O)n(CC(=O)c3ccccc3)cnc12	-5	5	·	5	0	15	0.6	·
O=C(Cc1ccccn1)NCC[C@H]1CC[C@@H](NS(=O)(=O)c2ccc(F)cc2)[C@@H](CO)O1	3	39	-4	·	·	0	2.2	1
O=[N+]([O-])c1ccc(N/N=C/c2ccccc2O)cc1	39	·	-2	-10	·	23	5.7	2
COc1ccc(N2CCN(CC(O)COC(c3ccc(F)cc3)c3ccc(F)cc3)CC2)cc1 (stereo unspecified)	3	-2	7	-1	-8	-37	1.6	3
Cc1c(NC(=S)NC(=O)c2ccc(-c3ccc(Cl)cc3)o2)cccc1C(=O)O	·	6	·	1	3	16	0.1	·
Clc1ccc(-c2cnc3n2CCCCC3)cc1	·	10	·	3	·	19	3.4	·
O=C(COc1ccc2c3c(c(=O)oc2c1)CCC3)NCc1cccnc1	28	0	3	3	0	3	4.2	3
COc1ccc(CN(C)C[C@H]2Oc3c(NC(=O)C4CC4)cccc3C(=O)N([C@@H](C)CO)C[C@H]2C)cc1	7	5	4	-24	0[16.7 µM]	-8	2.3	-1
O=C(C1=C[C@@H](c2csc3ccccc23)C[C@@H](OCc2ccc(CO)cc2)O1)N1CCOCC1	-4	-13&-7	1&2	5	1	-9	0.3&2.9	-3&0
Cc1cc(C)n(CCC(=O)N=Nc2c(O)[nH]c3ccccc23)n1	4	-3	-2	-1	-1	3	0.0	-2
COC(=O)C1CN(C(=O)C(C)Oc2ccc(C(C)C)cc2)c2ccccc2O1 (stereo unspecified)	-3	-4	1	-16	-4	-42	5.3	-1

Profiles as entered above. Values in the order: Statin myotox sup, PGC1a acetyl inh, Cneo AK release, FN deposit inh, miR-122 sensor, GSIS activator, CFTR F508del cor, PglD DTNB
Record of O=C(NCCCl)Nc1cccc(Br)c1 : ·, 7, ·, 3, 2, 6, -1.1, ·
Record of Clc1ccc(-c2cnc3n2CCCCC3)cc1 : ·, 10, ·, 3, ·, 19, 3.4, ·
Record of CCN(CC)C(=S)SC1CCCCN(C(=O)c2ccccc2)C1=O (stereo unspecified) : ·, -6, ·, 11, ·, -23, -1.4, ·
Record of Cc1cc(C)n(CCC(=O)N=Nc2c(O)[nH]c3ccccc23)n1 : 4, -3, -2, -1, -1, 3, 0.0, -2
